High-throughput results deposited in PubChem by several laboratories.
STK33 inh: inhibitors of human STK33 kinase. Q9BYT3. purified STK33, MBP phosphorylation, ADP-Glo luminescence. inhibition, % at 10 µM. hit rate 0.073% among 320,000. AID 2661;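 active means inhibition at or above 25%, using the most active replicate where run in duplicate; inactive means inhibition below 25%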
Target sequence (Q9BYT3 whole entry, looked up): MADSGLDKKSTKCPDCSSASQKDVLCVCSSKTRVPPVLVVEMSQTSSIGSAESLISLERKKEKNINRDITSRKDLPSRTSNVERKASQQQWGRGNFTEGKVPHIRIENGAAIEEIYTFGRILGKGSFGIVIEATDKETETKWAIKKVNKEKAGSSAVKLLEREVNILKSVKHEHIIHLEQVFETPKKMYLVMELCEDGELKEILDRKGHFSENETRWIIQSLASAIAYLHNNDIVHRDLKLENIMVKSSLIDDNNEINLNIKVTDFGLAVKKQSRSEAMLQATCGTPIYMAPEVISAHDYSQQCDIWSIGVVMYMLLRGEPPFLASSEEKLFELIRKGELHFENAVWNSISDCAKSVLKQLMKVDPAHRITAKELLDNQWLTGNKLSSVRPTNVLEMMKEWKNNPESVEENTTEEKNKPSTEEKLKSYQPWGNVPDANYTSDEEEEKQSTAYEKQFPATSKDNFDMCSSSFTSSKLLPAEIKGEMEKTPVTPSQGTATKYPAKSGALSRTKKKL
Kir21 inh: inhibitors of mouse Kir2.1 inward-rectifier potassium channel | P35561 | HEK293-Kir2.1, FluxOR thallium flux fluorescence; active compounds read low | B-score at 10 µM | hit rate 0.85% among 310,000;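 active means fluorescence ratio B-score at or below minus 3 SD of library scores, with starting-brightness B-score within 2 SD, cut at about -4.2 in these data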;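 further: channel flux triggered by added potassium and thallium sulfate stimulus; B-score of peak minus minimum fluorescence over baseline after thallium stimulus; more negative B-score means stronger Kir2.1 block with less thallium influx; some compounds called inactive have numbers as strong as hits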
Target sequence (P35561 whole entry, looked up): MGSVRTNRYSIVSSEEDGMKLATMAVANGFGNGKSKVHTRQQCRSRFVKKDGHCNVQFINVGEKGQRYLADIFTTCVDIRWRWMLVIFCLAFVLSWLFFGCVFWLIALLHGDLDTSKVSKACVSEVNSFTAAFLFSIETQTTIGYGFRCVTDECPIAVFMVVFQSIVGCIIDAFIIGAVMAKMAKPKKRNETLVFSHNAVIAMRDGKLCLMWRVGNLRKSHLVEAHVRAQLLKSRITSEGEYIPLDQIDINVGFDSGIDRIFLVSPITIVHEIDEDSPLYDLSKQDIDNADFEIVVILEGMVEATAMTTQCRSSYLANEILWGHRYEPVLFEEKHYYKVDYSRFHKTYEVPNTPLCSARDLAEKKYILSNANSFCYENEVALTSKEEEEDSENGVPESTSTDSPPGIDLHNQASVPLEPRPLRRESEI
* marks the source's active call; other numbers are inactive results; x = not tested or not shown.

STK33 inh,Kir21 inh,Structure
-1.0,0.91,CNC(=O)c1ccccc1Sc1ccccc1C#N
0.9,0.64,Cn1ccc(NC(=O)Nc2ccc(Cl)cc2)n1
1.0,1.2,NNc1nc2ccc(F)cc2s1
0.8,-0.8,COc1ccc(CNC(=O)C(C)N(C)Cc2cccc(F)c2)cc1 (stereo not given)
-2.6,1.1,CC1=NCCN1CCNC(=O)Nc1cc(C)cc(C)c1
-1.5,-0.01,COc1ccc(CNC(=O)CSc2nc3ccccc3n2C(C)=O)cc1
0.0,-0.9,C#CCOc1c(Br)cc(/C=C2/C(=O)ON=C2C)cc1OC
-1.1,x,CSCCC(NC(=O)OC(C)(C)C)C(=O)Oc1ccc2c(=O)c(-c3ccc4c(c3)OCCO4)coc2c1 (stereo not given)
-1.4,2.4,O=C1CCN(Cc2cccnc2)CCN1[C@H](CO)Cc1ccccc1
-0.1,x,COc1cc(S(=O)(=O)Nc2ccc3nc(C)sc3c2)ccc1NC(C)=O
-1.3,-0.21,CC(C)Cc1ccc(C(C)C(=O)N2CCOCC2)cc1 (stereo not given)
-1.1,-2.3,Cc1ccccc1N1C(=O)C2C3C=CC(CC3)C2C1=O (stereo not given)
-1.7,-2.5,Cc1ccc(S(=O)(=O)NCCc2cccs2)cc1
0.1,-0.46,COc1ccc(C(=O)c2c(C(F)(F)F)oc3c2C(=O)c2ccccc2C3=O)cc1OC
-1.4,1.1,O=C(Nc1cccc(F)c1)C1CC(=O)N(c2ccc(Cl)cc2)C1 (stereo not given)
-0.2,x,COc1cc(OC)cc(C(=O)NC(C(=O)NNC(=O)c2ccc(C)cc2)C(C)C)c1 (stereo not given)
0.9,0.65,COc1cc(NC(=O)c2ccco2)c(OC)cc1NC(=O)CSc1ncc(-c2ccc(F)cc2)[nH]1
-0.6,1.5,Cn1c(CN2CCCCC2)nc2cc([N+](=O)[O-])ccc21
1.4,0.21,OC(COCCOc1ccc(Br)cc1)CN1CCCCC1 (stereo not given)
-1.6,0.8,COc1ccc(CCN(C)C(=O)CNC(=O)Cc2cccc3ccccc23)cc1OC
-0.8,1.4,O=C(O)/C(=C\c1ccccc1OC(F)F)c1ccc(-c2ccccc2)cc1
8.2,2.3,COc1cc(OC)cc(C(=O)NC2CCCCCCC2)c1
0.5,0.44,CCOc1ccccc1C(=O)Nc1nnc(SCC(=O)N2CCOCC2)s1
-1.2,0.09,Cc1ccc(NC2c3ccccc3C(=O)N2c2cccnc2)cc1 (stereo not given)
0.0,1.1,O=C(/C=C\c1ccc(-c2cccc([N+](=O)[O-])c2)o1)N1CCOCC1
-4.0,-0.94,CCc1nc(N2CCN(S(=O)(=O)c3ccc(Br)cc3)CC2)c2c(C)c(C)sc2n1
-2.2,2.5,CCNC(=S)Nc1ccc(OC(F)(F)F)cc1
0.1,-1.4,COc1ccc(CNC2CCN(Cc3ccccc3)CC2)cc1
0.3,1.6,CCN(CC)S(=O)(=O)c1ccc(OC)c(NC(=O)C2CC(=O)N(c3ccc(C)cc3)C2)c1 (stereo not given)
4.5,3.6,COc1ccccc1/C=C(/C#N)C(=O)O
-0.9,0.6,O=C(C1=NN[C@@H]2C(=O)N(c3cccc(F)c3)C(=O)[C@H]12)c1cnccn1
-1.1,-1.7,COc1ccc(CNC(=O)CCSCc2cccc(Cl)c2)cc1
-2.9,-0.61,Cc1cc(C)nc(N(C#N)CN2C(=O)c3ccccc3S2(=O)=O)n1
1.1,1.4,COc1ccc(C(CC(=O)NCC(OC)OC)NS(=O)(=O)c2ccc(Cl)cc2)cc1 (stereo not given)
-1.3,0.36,CCc1ccc(NC(=O)c2ccc(NC3=NC4CS(=O)(=O)CC4S3)cc2)cc1 (stereo not given)
-0.8,-2.8,COc1ccc(C(=O)Nc2cccc3c2C(=O)NC3=O)cc1S(=O)(=O)N1CCOCC1
0.3,1.9,CCSc1nnc(NC(=O)c2c(C)noc2C)s1
-0.1,-0.99,CC(C)N1CC(C(=O)Nc2ccccc2)CC1=O (stereo not given)
7.3,0.98,O=C(O)CCN1C(=O)NC2(CCCC2)C1=O
-1.1,-0.41,COc1ccccc1N(C(=O)c1csnn1)C(C(=O)NC1CCCC1)c1ccccc1 (stereo not given)
-0.2,-0.05,CCCC(c1nnnn1CC1CCCO1)N1CCN(c2cc(Cl)ccc2C)CC1 (stereo not given)
4.2,0,Cc1ccnc(NC(=O)c2ccc(S(=O)(=O)c3ccccc3)cc2)c1
-0.6,0.64,Cc1ccc(Nc2ncccc2C(N)=O)cc1
8.2,0.85,Cc1c(C)c2ccc(OCC(=O)N[C@@H](Cc3c[nH]c4ccccc34)C(=O)O)cc2oc1=O
-1.2,0.94,COc1ccc(-n2nc(C(=O)NCc3cc(OC)ccc3OC)c3c4ccccc4n(C)c3c2=O)cc1
0.5,0.78,CC(=O)c1c(C)[nH]c(C(=O)COC(=O)CCOc2ccc(C)cc2)c1C
-1.0,1.2,Cc1nc2sccn2c(=O)c1Cl
-1.7,1.5,O=C(NCc1ccc(Cl)cc1)C(=O)NCC(c1ccco1)N1CCOCC1 (stereo not given)
0.3,-0.79,CC(C)c1ccc(NC2CCCN(C(=O)c3ccoc3)C2)cc1 (stereo not given)
-0.4,-0.07,COc1ccc(-c2c(C#N)c(N)nc3c2CCCC3)cc1OC
0.5,x,CC(C(=O)OCC(=O)Nc1ccc(S(N)(=O)=O)cc1)N1C(=O)c2ccccc2C1=O (stereo not given)
1.3,-1,Cn1c(/C=N/O)nc2ccccc21
-0.9,-1.1,CCn1cc(C(=O)NCC(=O)NC(C)(C)CO)c(=O)c2cc3c(cc21)OCO3
-0.1,-0.74,CNc1oc(-c2cccc3ccccc23)nc1C#N
-0.1,0,CCc1noc(C)c1C(=O)Nc1cc(S(=O)(=O)N2CCOCC2)ccc1OCC(F)(F)F
0.0,-0.54,O=C(Cc1cc(=O)[nH]c(=O)[nH]1)NCc1ccc(Cl)cc1

(next part)
STK33 inh,Kir21 inh,Structure
-1.4,-10*,CS/C(=N/S(=O)(=O)c1ccc(C)cc1)c1ccccc1
-0.6,0.5,O=C1CC(N2CCN(c3ccc(F)cc3)CC2)C(=O)N1c1ccccc1 (stereo not given)
0.0,1,CC(O)c1nc2cc([N+](=O)[O-])ccc2n1Cc1ccccc1 (stereo not given)
0.4,1.8,Cc1cc(C(=O)Nc2c(C)n(C)n(-c3ccccc3)c2=O)c(C)o1
11,0.66,O=C(N/N=C/c1ccccn1)c1ccc(N/N=C/c2ccccn2)cc1
-2.0,-0.02,CC(C)(C)c1ccc(OCC(=O)N2CCCCCC2)c(Br)c1
0.5,-0.3,CCC1CCCCN1C(=O)Cn1c(=O)n(CCC(=O)NCc2ccco2)c(=O)c2sccc21 (stereo not given)
0.1,x,Cc1cc(NC(=O)CSCC(=O)OCc2nnc(-c3ccc(F)cc3)o2)no1
-0.5,-0.07,CCCC(C(=O)NCC1CCCO1)N(C(=O)CNS(=O)(=O)c1ccccc1)c1ccc(F)cc1 (stereo not given)
-0.2,0,CC(=O)c1ccc(-c2cccc(-c3nc4ccccn4c3NC3CCCCC3)c2)cc1
-2.0,1.3,Cc1cccc(Cn2cnc3ccccc32)c1
-0.6,-1.2,O=C(O)CCN1C(=O)/C(=C\c2cccc(OCC(=O)Nc3ccc(Cl)cc3)c2)SC1=S
-0.5,0.25,C/C(=N/NC(=O)CSc1nc2ccccc2s1)c1ccncc1
-1.1,0.77,CCc1ccc(-c2csc(-c3c[nH]c4ccccc34)n2)cc1
0.1,1,O=C1c2ccccc2C(=O)N1c1ccc(Cc2ccncc2)cc1
11,-0.66,CC(=C\c1ccccc1)/C=C1/SC(=S)N(CCCC(=O)O)C1=O

Gathered by group: those above containing a thiophene ring, fused or not.
STK33 inh,Kir21 inh,Structure
-1.7,-2.5,Cc1ccc(S(=O)(=O)NCCc2cccs2)cc1
-4.0,-0.94,CCc1nc(N2CCN(S(=O)(=O)c3ccc(Br)cc3)CC2)c2c(C)c(C)sc2n1
0.5,-0.3,CCC1CCCCN1C(=O)Cn1c(=O)n(CCC(=O)NCc2ccco2)c(=O)c2sccc21 (stereo not given)

Carrying on:
STK33 inh,Kir21 inh,Structure
-1.6,0.13,CC(=O)Nc1ncc(Cc2cccc(Cl)c2)s1
-0.4,0.27,Cc1cc(NC(=O)CSc2nnc(C)c(=O)n2N)no1
0.9,-0.35,CCN(CC)c1ccc(NC(=O)c2ccccc2F)cc1S(=O)(=O)Nc1ccccc1OC
5.1,x,NS(=O)(=O)c1ccc(CCNC(=S)NC(=O)c2ccccc2Br)cc1
-1.2,-1.6,CCCN1CCN(C(=O)C(NC(=O)c2ccco2)C(C)C)CC1 (stereo not given)
-1.2,0.01,Cc1cc(C)c(S(=O)(=O)N2CCc3ccccc32)c(C)c1
-1.1,0.07,Cc1cccc(-n2c(C)cc(/C=C3\C(=N)N4N=C(CC(C)C)SC4=NC3=O)c2C)c1
-0.6,2.3,O=C(NC1CCCCC1)N1CCCCCC1
-2.6,0.98,CC(CCc1ccccc1)NC(=O)COC(=O)c1ccc(F)cc1 (stereo not given)
-3.4,0.55,CCCN(CCC)C(=O)Cn1c(=O)c2ccccc2n2c(=S)sc(-c3ccccc3C)c12
-0.3,1.1,Cc1ccc(NC(=O)c2oc(=O)c3ccccc3c2-c2ccccc2)c(C)c1
-1.7,0.09,Cc1cc(CCN2CCC(=O)NC2=O)ccc1OC(C)C
-0.7,x,Cc1nnc(NC(=O)c2ccc(S(=O)(=O)N3CCCCC3)cc2)s1
-2.4,1.2,Cc1coc2cc3oc(=O)c(CCC(=O)NCc4ccccn4)c(C)c3cc12
-0.2,3.5,COc1ccc(/C=C/C(=O)NCCc2ccc(S(N)(=O)=O)cc2)cc1
-0.1,x,CN(Cc1cccc(F)c1)C(=O)CN1C(=O)NC2(CCc3ccccc32)C1=O (stereo not given)

Brought forward from above: 5 entries; new compounds follow.
STK33 inh,Kir21 inh,Structure
-1.7,0.09,Cc1cc(CCN2CCC(=O)NC2=O)ccc1OC(C)C
-0.7,x,Cc1nnc(NC(=O)c2ccc(S(=O)(=O)N3CCCCC3)cc2)s1
-2.4,1.2,Cc1coc2cc3oc(=O)c(CCC(=O)NCc4ccccn4)c(C)c3cc12
-0.2,3.5,COc1ccc(/C=C/C(=O)NCCc2ccc(S(N)(=O)=O)cc2)cc1
-0.1,x,CN(Cc1cccc(F)c1)C(=O)CN1C(=O)NC2(CCc3ccccc32)C1=O (stereo not given)
1.2,1.1,COc1cc(C(=O)N(C)C2CCCCC2)ccc1OC1CCN(C(C)=O)CC1
2.0,0.97,O=C(CCc1ccccc1)Nc1ccc(N2CCOCC2)c(Cl)c1
x,-0.26,Cn1ccnc1SCC(=O)Nc1ccc([N+](=O)[O-])cn1
-1.6,x,COc1ccccc1NS(=O)(=O)c1ccc(C)c(C(=O)NC2=NCCS2)c1
-1.0,-0.19,NS(=O)(=O)c1ccc(N2N=C(c3ccccc3)CC2c2ccccc2)cc1 (stereo not given)
6.4,-3,S=C(Nc1ccc(Cl)cc1)Nc1cccc2cnccc12
-1.6,0.04,O=C(c1cc(-c2ccc(Cl)c(Cl)c2)on1)N1CCN(c2ccccc2)CC1
-0.6,-2.4,CCOC(=O)c1c(C)c(-c2ccccc2)n(CC(=O)N2CCCC2)c1C
-0.2,1,COc1ccc(CC2(CO)CCN(CC3=Cc4cc(Cl)ccc4OC3)CC2)cc1
0.4,1.2,NC1=NC(=O)/C(=C\C=C\c2ccccc2)S1
-2.0,1.5,COC(=O)NC(NS(=O)(=O)c1ccccc1)(C(=O)OC)C(F)(F)F (stereo not given)
-1.5,0.14,CCCc1ncc(C(O)c2ccccc2OC)n1C (stereo not given)
0.2,-1.4,CCC(=O)N1CCc2cc(Br)cc(S(=O)(=O)N3CCC(C(=O)NC(C)C)CC3)c21
-3.0,-1.2,CCn1c(=O)c2cc(S(=O)(=O)NCc3ccccc3)ccc2n(CC)c1=O
1.7,0.03,COc1ccc(NC(=O)c2ccc(COc3ccccc3Br)o2)cc1OC
-0.3,-0.19,O=C(N/N=C/c1ccccc1C(=O)O)c1ccc(COc2cccc3cccnc23)cc1
-1.7,-0.56,CC(C)(C)C(=O)N1CCN(c2ccc(Cl)cc2[N+](=O)[O-])CC1
-1.3,1.1,Nc1cc(S(=O)(=O)N2CCCCC2)ccc1Oc1ccc(Cl)cc1
0.0,-0.81,Cc1nc2cc(NCc3nc4ccccc4n3Cc3ccccc3)ccc2n1C
-0.1,-0.07,COC(=O)c1cscc1NC(C)=O
-3.0,x,CC[C@@]1(c2ccccc2OC)ON(c2ccccc2C(F)(F)F)C1=O
-0.8,1,C[C@H](N)c1nnc(SCC(=O)N(C)C)o1
-0.9,-1.2,O=C(Nc1ccc2cn[nH]c2c1)c1ccc(Cl)c(S(=O)(=O)N2CCOCC2)c1

Compound profiles, as listed above. Order of screens: STK33 inh	Kir21 inh
`CCn1c(=O)c2cc(S(=O)(=O)NCc3ccccc3)ccc2n(CC)c1=O` reads -3.0	-1.2
`COc1ccccc1/C=C(/C#N)C(=O)O` reads 4.5	3.6
`Cc1cc(C(=O)Nc2c(C)n(C)n(-c3ccccc3)c2=O)c(C)o1` reads 0.4	1.8
`Cc1cc(CCN2CCC(=O)NC2=O)ccc1OC(C)C` reads -1.7	0.09
`O=C(O)/C(=C\c1ccccc1OC(F)F)c1ccc(-c2ccccc2)cc1` reads -0.8	1.4
